ERG-DNA inh – inhibitors of human ERG Ets domain-DNA interaction | P11308 | fluorescence polarization, His-ERG Ets domain / labelled DNA | Potency, µM (series often up to 76.9 µM), for inactives: at the highest dose FP activity, negative = inhibition, usual class: inhibitors | actives 0.028% (n = 370,000) | AID 624246; active = well fitted inhibition curve with a large enough effect in the polarisation, with a control signal flat; inconclusive = small, poorly fitted or top-dose-only effect, or effect the other way, or a change in a side signal; inactive = no such curve, though single readings can be large or run the other way; the % refers to the polarisation;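 also: polarization taken with two DNA probes labelled with fluorescein and Texas red; potency is read from the fitted curve at half-maximal effect; % of control where 0% means no effect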
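His-tagged ERG Ets domain (1 uM in the protein solution; 300mM KCl, 50mM Tris-HCl, 1mM EDTA, 1mM DTT, pH 7.5) received compound, then a probe mix of 5 nM fluorescein-DNA and 100nM Texas-615-DNA. Fluorescence polarization was read for both dyes.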
12-LOX inh – inhibitors of human 12S-lipoxygenase ALOX12. P18054. purified 12hLO, xylenol orange hydroperoxide absorbance. Potency, µM (series often up to 108 µM), for the others: at the top dose activity change, negative = inhibition, actives largely listed as inhibitors. actives 1.1% (n = 580,000). AID 1671190; also: potency is read from the fitted curve at half-maximal effect; % is scaled to controls: 0 for no effect and ±100 for the full control effect
Target sequence (P18054 whole entry, looked up): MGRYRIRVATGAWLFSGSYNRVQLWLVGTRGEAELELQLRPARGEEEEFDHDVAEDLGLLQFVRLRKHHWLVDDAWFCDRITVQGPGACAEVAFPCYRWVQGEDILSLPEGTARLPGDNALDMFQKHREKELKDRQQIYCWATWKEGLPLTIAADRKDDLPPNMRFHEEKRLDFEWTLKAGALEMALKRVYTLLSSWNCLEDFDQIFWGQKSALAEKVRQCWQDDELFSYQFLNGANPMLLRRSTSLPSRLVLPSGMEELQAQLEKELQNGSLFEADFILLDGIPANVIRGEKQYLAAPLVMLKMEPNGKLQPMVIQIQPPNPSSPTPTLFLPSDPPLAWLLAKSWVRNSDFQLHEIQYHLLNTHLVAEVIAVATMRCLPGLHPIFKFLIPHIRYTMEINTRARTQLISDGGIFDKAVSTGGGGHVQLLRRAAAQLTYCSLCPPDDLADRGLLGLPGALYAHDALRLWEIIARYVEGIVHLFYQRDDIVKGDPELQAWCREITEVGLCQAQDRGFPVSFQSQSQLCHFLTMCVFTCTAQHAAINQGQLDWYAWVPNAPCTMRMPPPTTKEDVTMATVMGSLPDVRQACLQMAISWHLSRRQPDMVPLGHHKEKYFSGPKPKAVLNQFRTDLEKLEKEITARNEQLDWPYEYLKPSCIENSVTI
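Purified human 12hLO (150 nM final) in 25 mM Hepes, 0.01% Triton X-100, pH 7.0 was preincubated 15 min at room temperature with compound. Then 40 uM arachidonic acid was added, 30 min. Hydroperoxide was read by Fe-XO absorbance ratio 573/405 nm.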
D2 antagonist – antagonizes the human D2 dopamine receptor; HEK293 TREx D2 cells, calcium flux, dopamine EC80; inhibition, % at 10 µM; actives 2% (n = 340,000); in the data active = inhibition above about 30%; also: 0% is about no effect
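Measurement of antagonist activity uses fluorescent calcium dye in inducible HEK293 T-REx D2 cells: 10 s baseline, compound addition with 180 s read, EC80 dopamine addition with a further 180 s read.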
Vif-APOBEC3F blk – Vif-A3F binding inhibition. HeLa A3F-eYFP + Vif (tagged APOBEC3F with the HIV-1 protein that degrades it), YFP fluorescence increase. Potency, µM (top dose mostly 46.1 µM), for inactives: at the highest dose activity, negative = active. actives 0.2% (n = 390,000); also: potency is read from the fitted curve at half-maximal effect; % of control where 0% means no effect; nearly all actives have a fitted effect of over 65% in size
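HeLa cells stably expressing A3F-eYFP plus Vif, plated and incubated overnight at 37 deg C, then exposed to compounds overnight at 37 deg C. Blocked degradation read as raised yellow fluorescence (Ex 488/Em 500-530).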
D2 ag – D2 dopamine receptor (human) agonism | HEK293 T-REx D2 cells, calcium flux agonist mode | activation, % at 2 µM | actives 0.53% (n = 340,000);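 active = activation over 3 SD above normal in the single-dose calcium agonist read, cut at about 30% in these data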; also: 0% is about no effect
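Tetracycline-induced HEK293 Trex cells with D2 receptor force-coupled to calcium signaling, plated overnight at 30 C and loaded with no-wash calcium dye. Calcium flux read kinetically for 180 s after compound addition; responses flag agonists.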
RGS4 inh – human RGS4 inhibition. Transcreener GDP fluorescence polarization, RGS4-accelerated GTP hydrolysis. actives 0.039% (n = 390,000). Potency, µM (titrated, usually from 114 µM), inactives show top-dose activity change, negative = inhibition, most hits filed as inhibitors; also: potency is read from the fitted curve at half-maximal effect; % is scaled to controls: 0 for no effect and ±100 for the full control effect; nearly all actives have a fitted effect of over 75% in size; some results filed as inactive show a strong effect at the top dose
Target sequence (P49798 whole entry, looked up): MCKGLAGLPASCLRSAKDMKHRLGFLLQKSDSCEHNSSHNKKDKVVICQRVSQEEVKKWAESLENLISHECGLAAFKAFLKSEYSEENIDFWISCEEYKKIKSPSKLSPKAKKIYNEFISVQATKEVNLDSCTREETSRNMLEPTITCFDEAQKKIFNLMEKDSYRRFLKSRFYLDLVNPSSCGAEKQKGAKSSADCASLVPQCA
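MLSMR compounds (23 nl, pin-transferred) preincubated 10 min at room temperature with a 500nM (2x) first reagent, then RGS4 at 900nM (2x) plus Transcreener GDP mix added; fluorescence polarization (620/688 nm) read before and after 90 min at 30 °C.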
Vif-APOBEC3G blk – Vif-A3G binding inhibition; actives 0.076% (n = 410,000); HeLa A3G-eYFP + Vif (tagged APOBEC3G with the HIV-1 protein that degrades it), YFP fluorescence, overnight; Q9HC16; Potency, µM (top dose mostly 46.1 µM), for the others: top-dose activity, negative = active, most hits filed as inhibitors;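 also: potency is read from the fitted curve at half-maximal effect; % is scaled to controls: 0 for no effect and ±100 for the full control effect; nearly all actives have a fitted effect of over 60% in size; hits raise eYFP signal because A3G escapes Vif-driven loss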
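Read-out is eYFP fluorescence (Ex 488/Em 500-530) from Vif-expressing HeLa A3G-eYFP cells; more signal means A3G escaped Vif-mediated degradation. Cells plated overnight, compound pinned in, incubated overnight at 37 deg C.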
LDHA block – inhibitors of human lactate dehydrogenase A | P00338 | purified LDHA, NADH/diaphorase-resazurin fluorescence; stronger effect = lower value | activity change, % (values are at about 110 or 230 µM) | actives 0.15% (n = 480,000) | AID 1347041; in the data active = activity change below about -30%; inconclusive = mostly about -25% to -30%;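 also: plate controls were DMSO wells for no effect and wells without enzyme for full effect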
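Enzyme activity of human lactate dehydrogenase 5 (2 nM; 0.06 mM NADH, 0.2 mM pyruvate, 5 min, RT) is measured via a resazurin/diaphorase fluorescence readout of residual NADH.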
Glioma ERSR ind – ER stress response induction in glioma. U87-MG GRP78 promoter luciferase reporter, 16 h. Potency, µM, for the others: top-dose activation, usual class: activators. actives 0.02% (n = 420,000). AID 602332; also: potency is read from the fitted curve at half-maximal effect; series mostly up to about 76 µM; % of control where 0% means no effect; nearly all actives have a fitted effect of over 35% in size
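Stably transfected U87-MG human glioma cells carrying a GRP78-based luminescent sensor were seeded at 1000 cells/well, pin-dosed with compounds and incubated 16 h. Luciferase reagent was then added, and end-point luminescence was read after 10 min at room temperature.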
* = called active by the depositor; ? = inconclusive; . = no result given; & = joins results of further samples; [ ] = dose if it differs, or a comment. Unless noted, calls follow the shape of the dose curve; as a rule, active = well fitted curve in the direction sought with a large enough effect; inconclusive = small, poorly fitted or top-dose-only effect, or another doubt; inactive = no such curve, though single readings can be large; an effect the other way counts as inactive or inconclusive. Not all compounds are listed; the hit share may differ from the screen's.

smiles	ERG-DNA inh	12-LOX inh	D2 antagonist	Vif-APOBEC3F blk	D2 ag	RGS4 inh	Vif-APOBEC3G blk	LDHA block	Glioma ERSR ind
CCOC(=O)CSc1nnc(NC(=O)c2cccc([N+](=O)[O-])c2C)s1	-1%	20%	5	-2%	-0.3	-13%	-2%	-4	10%
CCCCOC(=O)n1c(SCC(=O)N(CC)CC)nc2ccccc21	-6%	-17%	14	0%	-0.3	0%	-1%	-3	3%
CCCCCC(=O)NC(Cc1ccc(OC)c([N+](=O)[O-])c1)C(=O)O (configuration not stated)	-5%	-4%	-11	1%	0.4	?	1%	0	-1%
CCCCn1c2ccccc2c2nnc(SCCN3CCCCC3)nc21	3%	0%	4	?	-0.9	25%	4%	-11	-2%
CC(C)(C)c1ccc(CC(=O)N2CCC2(C)C(=O)Nc2ccc(F)cc2F)cc1 (configuration not stated)	.	-7%	.	.	.	.	0%	2	-2%
COc1ccc(S(=O)(=O)NC(C)C(=O)N2CCCC2)cc1C (configuration not stated)	0%	-8%	32*	-12%	-0.2	5%	2%	-1	-2%
O=C(Nc1nnc(C2=COCCO2)o1)c1ccc([N+](=O)[O-])s1	14%	-30%	-2	-3%	-0.2	-19%	-7%	3	-1%
COc1ccc(-c2nc3ccc(Br)cn3c2Cc2ccccc2)cc1OC	.	-29%	.	.	.	.	-9%	2	-2%
C[C@]12c3[nH]c4cc(-c5ccco5)ccc4c3CCN1C(=O)[C@@H](CC(=O)NCCC1=CCCCC1)C[C@@H]2C(=O)N1CCOCC1	-13%	.	.	-1%	.	-46%	0%	-4	1%
CCCCN(CC)C(=O)Cn1ncc2c1-c1cc(C)ccc1OC2	2%	37%[activator]	-13	4%	-1.1	-1%	-1%	-8	-4%
Cc1cccc(C(=O)N[C@H](C(=O)Nc2nc3ccc(S(C)(=O)=O)cc3s2)C(C)C)c1	0%	-4%	-3	11%	-0.6	-18%	1%	-5	-3%
O=C(CSc1ccccc1)Nc1ccc(S(=O)(=O)Nc2ncccn2)cc1	10%	-17%	2	?	0.0	-3%	-2%	-8	-7%
Cc1cccc(C)c1NC(=O)CN(C)C(=O)c1ccccc1OCc1ccc(F)cc1	-1%	1%	8	-11%	-0.5	1%	-1%	-4	-3%
CCN(CC)C(=O)[C@H]1C[C@H](CC(=O)NCc2ccco2)C(=O)N2CCc3c([nH]c4cc(-c5ccco5)ccc34)[C@]12C	6%	?	.	7%	.	-37%	-9%	-19	1%
Cc1ccc(S(=O)(=O)NCC(=O)N/N=C/c2ccccc2O)cc1	-22%	?	-34	0%	-1.2	17%	-4%	6	-2%
O=C(NCC1CCCO1)/C(=C\c1cccs1)NC(=O)c1ccccc1 (configuration not stated)	2%	4%	-2	15%	0.6	2%	0%	0	-1%
CSc1sc(C)cc1/C=N/O	-13%	-3%	8	4%	-0.9	-17%	-1%	-4	-5%
Cc1ccc2c(c1)C1OCCC1C1N2C(=O)C2C(C(=O)O)C3C=CC21O3 (configuration not stated)	.	-10%	14	-8%	-1.1	8%	-6%	-2	-5%
Cc1c(C(=O)NCc2ccccc2Br)oc2ccc3c(c12)C(=O)CC(C)(C)O3	-5%	-13%	.	.	0.5	8%	.	-12	.
O=C(CNC(=O)c1ccccc1)NCC(O)c1ccc([N+](=O)[O-])cc1 (configuration not stated)	-5%	-4%	4	-15%	0.0	0%	1%	-2	-5%
CC(=O)C1=C(O)C(=O)N(Cc2ccccc2)C1c1ccc(Br)cc1 (configuration not stated)	-2%	11µM*	-2	-1%	0.5	-11%[56.9 µM]	-6%	9	-5%
C[C@@]12C(=O)N(CC3CCCO3)CC(=O)N1[C@H]1c3cc(Cl)ccc3OC[C@@H]1[C@@H]2c1ccccc1 (some centres not stated)	-6%	1%	.	0%	.	-4%	-11%	-4	-3%
C[C@@H]1CN(C2CCN(Cc3nc(C(c4ccccc4)c4ccccc4)no3)CC2)C[C@H](C)O1	7%	-19%	7	0%	-0.2	-4%	2%	-9	-3%
Nc1nonc1-n1nnc(C(=O)N/N=C/c2ccc3c(c2)OCO3)c1CSc1ccccc1	-11%	42%[activator]	-9	-9%	0.1	8%[56.9 µM]	2%	-10	-2%
CC(C)(C)S(=O)(=O)N1Cc2ccc(CO)cc2[C@@H]1CCO	11%	?	.	0%	.	-24%	1%	0	-3%

smiles	ERG-DNA inh	12-LOX inh	D2 antagonist	Vif-APOBEC3F blk	D2 ag	RGS4 inh	Vif-APOBEC3G blk	LDHA block	Glioma ERSR ind
Cc1ccc(C(=O)n2c(-c3ccccc3)cnc2SCC(=O)Nc2ccccc2)cc1	-3%	-9%	-2	1%	-1.0	-1%	-15%	2	2%
Cc1ccc(S(=O)(=O)N2CCCCC2)cc1NC(=O)Cn1c(=O)cnc2ccccc21	1%	-11%	11	-12%	0.0	14%	1%	-15	0%
CCOc1ccc(-c2noc(CCC(N)=O)n2)cc1OCC	0%	4%	-32	-1%	0.3	10%	1%	3	1%
Oc1ccc(/C=N/Nc2ncnc3c2ncn3Cc2ccccc2)cc1O	9%	?	5	-2%	0.2	-11%	-12%	10	?
CCOC(=O)CSc1nc2ccccc2c(=O)n1CCC(=O)NCCc1ccc(OC)c(OC)c1	-5%	0%	-4	-2%	0.3	13%	2%	-10	-4%
CC(C)(C)n1nnnc1C(c1cccs1)N1CCN(Cc2ccc3c(c2)OCO3)CC1 (configuration not stated)	0%	-16%	-1	5%	1.1	-3%[11.4 µM]	-6%	-3	0%
CCc1ccc2c(c1)cc(C)c1nnc(SCC(=O)Nc3cc(OC)c(OC)cc3C(=O)O)n12	-2%	-4%	-7	-3%	-0.1	-45%	1%	-4	-4%
CC(C)(C)CC(C)(C)NC(=S)NC1CCN(Cc2ccccc2)CC1	1%	-26%	66*	-14%	1.5	1%	1%	-2	-3%
Cc1cc(C#N)c(SCC(N)=O)nc1-c1ccc(F)cc1	2%	?	1	-1%	0.5	-18%	-1%	-6	2%
COc1cc([N+](=O)[O-])c2ncsc2c1	4%	-25%	7	2%	1.1	-18%	0%	7	-2%
O=C(CC1SC2=NCCN2C1=O)Nc1ccccc1 (configuration not stated)	5%	-29%	-4	-11%	0.8	22%	6%	-4	-3%
COc1ccc(-c2nn(C)c3sc(C(=O)NCc4ccco4)cc23)cc1OC	-10%	0%[57.4 µM]	4	7%	-0.2	-27%[11.4 µM]	-7%	-3	-5%
CN1CCN(C(=S)NC(=O)/C=C/c2ccccc2Cl)CC1	1%	?	5	-4%	0.5	-3%	0%	-8	-1%
CCOC(=O)C1CCN(Cc2cnc(NC(=O)OC)s2)CC1	5%	12%	18	-5%	60*	4%	1%	0	-2%
COc1ccc(-c2c[n+]3c(n2-c2c(C)n(C)n(-c4ccccc4)c2=O)CCCCC3)cc1	15%	-5%	11	-1%	-1.9	-20%	0%	2	-1%
CC(=O)c1ccc(N2CCN(C(=O)Nc3ccc(F)cc3F)CC2)cc1	5%	-6%	-5	5%	-0.2	-5%	-5%	0	-2%
Cn1c(N)c(C(=O)COC(=O)c2cncc(Br)c2)c(=O)n(C)c1=O	-6%	2%	-10	-13%	1.5	19%	-1%	-2	-3%
COC(=O)c1ccc(COC(=O)c2c(C)nn(Cc3ccccc3Cl)c2Cl)o1	-6%	0%	12	-17%	0.8	6%	0%	-9	2%
Cc1ccccc1NC(=O)CN(C)S(=O)(=O)c1cccc2nsnc12	5%	-17%	.	-2%	.	15%	-1%	-8	-4%
COc1ccc2oc(=O)cc(CN3CCN(C(=O)c4ccccc4)CC3)c2c1	1%	-1%&-21%	.	-24%	-0.9	-9%	-8%	8&2	-1%
Cc1cccc(-c2nnc(C(C)Nc3cccc(C(=O)NC4CC4)c3)o2)c1 (configuration not stated)	.	-3%	.	3%	.	.	0%	-1	-3%
CC(=O)c1cnc2c(-c3ccc(Cl)cc3)c(C)nn2c1C	-4%	0%	-8	-11%	0.5	-28%	1%	-8	-1%
CCn1c(C)c(/C=N/Nc2nc3ccccc3s2)c2ccccc21	11%	-22%	-17	-8%	-0.2	-11%	-4%	1	0%
CCCCNC(=O)C(=O)N/N=C/c1ccc(C(=O)OC)cc1	7%	2%	6	1%	-0.4	38%	2%	-8	1%
Fc1ccc(NCc2ccccc2F)cc1Cl	.	1%	3	9%	1.0	-7%	1%	10	0%
COc1ccc(OCc2nc(-c3ccc(-n4cccc4)cc3)no2)cc1	1%	-1%	.	4%	1.3	-2%	1%	-1	-2%

Screens from PubChem.
